Screening results deposited in PubChem by The Scripps Research Institute Molecular Screening Center.
ADAM17 inh: ADAM17 inhibition, QFRET primary screen; recombinant ADAM17, EDANS/DABCYL FRET peptide cleavage; inhibition, % at 6.95 µM; P78536; actives 0.83% (n = 370,000);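 active = inhibition above the mean of compounds lying between control limits plus 3 SD, set per campaign, cut at about 8.5% in these data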;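 note: 0% = DMSO-only wells as the low control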
Target sequence (P78536 215-824 limits assumed): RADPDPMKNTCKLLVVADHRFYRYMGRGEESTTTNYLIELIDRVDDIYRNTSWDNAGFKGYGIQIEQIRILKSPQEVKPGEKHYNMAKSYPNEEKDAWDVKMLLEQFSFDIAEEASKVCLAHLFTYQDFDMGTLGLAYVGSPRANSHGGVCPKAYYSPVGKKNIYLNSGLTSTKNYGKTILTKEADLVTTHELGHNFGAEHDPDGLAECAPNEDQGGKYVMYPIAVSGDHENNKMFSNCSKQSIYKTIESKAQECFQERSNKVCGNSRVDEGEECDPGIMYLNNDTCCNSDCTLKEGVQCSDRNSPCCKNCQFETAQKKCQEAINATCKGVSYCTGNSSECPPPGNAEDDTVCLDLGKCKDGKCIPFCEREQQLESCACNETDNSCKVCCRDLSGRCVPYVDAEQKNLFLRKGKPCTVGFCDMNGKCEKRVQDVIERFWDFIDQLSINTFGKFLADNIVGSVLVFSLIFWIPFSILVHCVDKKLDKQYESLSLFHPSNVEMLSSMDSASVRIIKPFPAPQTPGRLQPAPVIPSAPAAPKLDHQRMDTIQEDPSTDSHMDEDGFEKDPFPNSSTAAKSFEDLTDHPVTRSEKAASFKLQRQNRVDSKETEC
FXN GAA850 act: increases GAA850 frataxin promoter reporter activity | HEK293 lucGAA850 FXN promoter luciferase reporter, 24 h; percent of 10 µM SAHA response | activation, % at 6 µM | actives 0.56% (n = 360,000);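 active = activation above the average of all compounds screened plus 3 SD, cutoff fixed separately per campaign, cut at about 7.5% in these data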;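 note: 0% = DMSO wells and 100% = 10 µM SAHA wells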
ADAM10 inh: inhibitors of human ADAM10 | recombinant ADAM10, EDANS/DABCYL FRET peptide cleavage, 3 h | inhibition, % at 7 µM | actives 0.62% (n = 370,000);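 active = inhibition above a per-campaign cutoff equal to the mean of compounds falling between control-based bounds plus 3 SD, cut at about 20% in these data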;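 note: 0% = DMSO wells while the 100% control is not disclosed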
DAX1 inh-1: inhibitors of DAX1 repression of SF-1 activated StAR promoter. HEK293T StAR-luciferase reporter, SF-1/DAX-1 repression relief. inhibition, % at 6.8 µM. actives 1.1% (n = 370,000). AID 652010;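 active = inhibition above the mean over all tested compounds plus 3 SD, cut at about 3.6% in these data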;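 note: 0% = DAX-1 cells with DMSO and 100% = cells lacking DAX-1 with DMSO; higher inhibition means more luminescence from relief of DAX-1 repression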
ssDAF12 agonist: activators of S. stercoralis DAF-12 nuclear receptor; HEK293 ssDAF-12/GRIP1 lit1-tk-luc reporter, luminescence; % of 3 µM dafachronic acid response; activation, % at 6.8 µM; actives 1% (n = 370,000); AID 652126;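 active = activation above the mean over all tested compounds plus 3 SD, cut at about 0.9% in these data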;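 note: 0% = DMSO-only wells and 100% = 3 µM delta7-dafachronic acid wells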
HGIII-sPLA2 inh: Blocks human group III sPLA2 activity; QFRET BODIPY PC-A2 liposome hydrolysis, fluorescence; inhibition, % at 12.2 µM; actives 0.56% (n = 370,000); AID 743126;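 active = inhibition above mean plus 3 SD of compounds lying within the high and low control bounds, cut at about 19% in these data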;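 note: 0% = median of test compound wells and 100% = no enzyme DMSO wells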
hgDAF12 agonist: activates the H. glycines DAF-12 receptor ligand-binding domain | HEK293 GAL4-hgDAF12 UAS-luciferase reporter, agonist luminescence; normalized to butyrate control | activation, % at 6.8 µM | actives 1.8% (n = 370,000) | AID 687014;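 active = activation above a cutoff set at the mean of all screened compounds plus 3 SD, cut at about 10% in these data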;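 note: 0% = DMSO wells and 100% = sodium butyrate wells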
PLC-gamma1 inh: PLC-gamma1 (human) inhibition, primary screen; purified PLC-gamma1, fluorogenic substrate, fluorescence; inhibition, % at 12.2 µM; actives 0.84% (n = 370,000); AID 720700; in the data active = inhibition above about 9.5%
hcDAF12 agonist: H. contortus DAF-12 activation, primary screen; HEK293 hcDAF-12 lit1-tk-luc reporter, luminescence; 0% DMSO, 100% Δ7-dafachronic acid; AID 652067; activation, % at 6.8 µM; actives 1.4% (n = 370,000);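 active = activation above the mean of all tested compounds plus 3 SD, cut at about 5.5% in these data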;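 note: 100% = response to 3 µM Δ7-dafachronic acid high control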
PLCb3 inh: blocks human PLC-beta3 enzyme activity; Q01970; Purified PLC-beta3, fluorogenic substrate, fluorescence; inhibition, % at 12.2 µM; actives 0.18% (n = 370,000); in the data active = inhibition above about 11%;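 note: 0% = median of compound wells on plate and 100% = full blocker control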
DAX1 inh-2: NR0B1 (DAX1) inhibition | P51843 | HEK293 Gal4-DAX1 luciferase reporter, luminescence | inhibition, % at 6.75 µM | actives 0.99% (n = 340,000) | AID 504766;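 active = inhibition above the mean over all tested compounds plus 3 SD, cut at about 4.2% in these data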;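 note: 0% = DAX1-transfected cells with DMSO and 100% = empty-vector control cells with DMSO; inhibition shows as a rise in luminescence from relieved DAX1 repression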
Target sequence (P51843 207-470 limits assumed): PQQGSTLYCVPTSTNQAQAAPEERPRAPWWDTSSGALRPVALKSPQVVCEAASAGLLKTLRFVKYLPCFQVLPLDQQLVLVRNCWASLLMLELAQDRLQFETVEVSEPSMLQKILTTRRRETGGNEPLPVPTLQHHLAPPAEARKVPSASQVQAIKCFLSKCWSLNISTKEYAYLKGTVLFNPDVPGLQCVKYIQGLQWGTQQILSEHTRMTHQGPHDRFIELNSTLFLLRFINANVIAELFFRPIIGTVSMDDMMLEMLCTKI
Active calls of the source: *; i = inactive; x = not tested or not shown. Compounds as they come; overall some 6.9% were active at least once.

SMILES	ADAM17 inh	FXN GAA850 act	ADAM10 inh	DAX1 inh-1	ssDAF12 agonist	HGIII-sPLA2 inh	hgDAF12 agonist	PLC-gamma1 inh	hcDAF12 agonist	PLCb3 inh	DAX1 inh-2
O=C(CSc1nnc(-c2cccnc2)n1-c1ccccc1)Nc1cccc2ccccc12	1	x	-8	-0.7	-2.0	7	-2.0	2	-1.4	5	x
COc1ccccc1Cc1c(-c2cccc(Cl)c2)nc2ccc(C)cn12	-12	x	-36	2.9	-0.4	-8	15*	-9	2.3	-17	x
COC(=O)C1SCCN1S(=O)(=O)c1ccc(Cl)cc1 (centres undefined)	2	0.1	1	-0.2	-0.8	-4	-1.9	3	-0.6	-3	0.3
CCn1c(CSc2nnc3ccccn23)nc2cc(C(=O)O)ccc21	-3	-0.6	2	0.1	-1.2	0	-1.1	-4	-0.3	-4	-0.1
Nc1cc(C(F)(F)F)cc2c1SCC(=O)N2	0	-0.6	3	-0.7	-0.9	-4	-0.1	3	4.5	6	-1.3
Clc1ccc(-c2cnn3c(-c4ccncc4)ccnc23)cc1	1	4.6	13	3.1	-0.1	-4	13*	3	7.2*	3	3.6
CCOC(=O)[C@]12CCCC=C1N(CCCOC)C(=O)[C@@H]2CC(=O)NCc1ccc(C)o1	5	x	2	0.1	-0.9	2	3.0	10*	-2.4	3	x
N=C(c1cccc([N+](=O)[O-])c1)N1CCCCCC1	1	0.4	6	0.7	-1.2	6	0.4	3	-0.5	-4	-0.6
CC(Sc1nnc(CNc2cccc3ccccc23)n1-c1ccccc1)C(=O)N/N=C/c1ccco1 (centres undefined)	-6	4.3	-20	-0.3	-0.6	-8	-0.2	-3	1.0	-3	0.6
O=C(NC(=S)Nc1cccc2[nH]ncc12)c1ccccc1	-4	-4.3	3	2.0	-1.4	3	22*	3	0.8	-8	0.4
COc1cccc(/C=C/C(=O)OCC(=O)c2ccc(C)c(C)c2)c1OC	-2	0.0	-21	-0.5	-1.4	-10	-0.4	-36	-1.4	-65	0.2
Cc1nc2n(n1)C(c1ccccc1)C1=C(CC(c3ccco3)CC1=O)N2 (centres undefined)	-12	-0.2	-43	-1.0	-0.1	2	0.2	-9	-2.4	-12	3.1
CC(Oc1ccc(F)cc1)C(=O)Nc1cc(S(=O)(=O)N2CCOCC2)ccc1N1CCCCC1 (centres undefined)	6	0.6	18	-1.3	-1.4	-18	-2.0	0	-0.9	1	-1.0
CC1(c2cnc(Nc3ccccc3)s2)CCC(=O)O1 (centres undefined)	3	1.4	7	-0.1	-0.8	7	4.1	9	2.0	8	0.2
Cc1ccc(N2CCN(/N=C/C(Cl)=C/c3ccccc3)CC2)cc1	-1	-1.1	2	0.1	-1.2	-3	-1.9	2	0.0	-5	0.5
O=C(CNC(=O)C1CC(=O)N(c2cccc3ccccc23)C1)Nc1ccccc1Br (centres undefined)	-8	-1.1	-24	0.0	-1.5	1	-3.6	3	-1.9	-10	0.6
COc1cc(NC(=O)c2cc(C)no2)c(OC)cc1Cl	-1	0.5	6	-0.4	-0.6	3	1.3	1	1.8	-5	0.8
O=c1oc2ccccc2c(Nc2ccc(F)cc2)c1[N+](=O)[O-]	1	1.2	3	-1.0	-1.6	-6	-0.5	6	-1.7	-1	0.3
Cc1ccc(C)c(Oc2nnnn2-c2ccccc2)c1	1	2.8	-4	-0.3	-0.1	5	1.6	2	-0.6	-2	2.2
CC(C)CNc1ncnc2c1ncn2[C@H]1CN(CCc2ccccc2)C[C@@H](CO)O1	-7	0.3	-11	-2.1	-0.9	6	0.7	2	-1.5	-2	x
Clc1cccc(Cl)c1-c1noc(CN2CCOCC2)n1	-5	-0.3	-5	0.1	-1.3	9	0.8	2	-0.4	-7	4.0
Cc1cccc(-c2cccc3c4c([nH]c23)[C@@H]2C[C@H](N(C)C(=O)Nc3ccccc3C)[C@H]([C@H](C)O)CN2CC4)c1	-3	x	-20	-0.4	-0.3	1	3.2	-43	-2.6	-48	x
CCCCNS(=O)(=O)/C=C/c1ccccc1CCNC(=O)OC(C)(C)C	-4	x	-2	-1.6	-1.3	0	0.9	0	-2.0	2	x
CCCS(=O)(=O)n1nc(-c2ccc(Br)cc2)cc1N	1	2.9	2	0.2	-1.1	-9	5.2	-1	-1.1	2	-0.4
Cc1ccc(-n2cc(CNC(C)Cn3cncn3)c(-c3ccc(F)cc3)n2)cc1 (centres undefined)	-3	-2.4	-5	-1.0	-1.5	-9	-0.9	0	-1.4	-6	-1.1
N/C(=N\OS(=O)(=O)c1ccc(Cl)cc1)c1cccnc1	-1	0.7	2	-0.5	0.0	2	-2.5	0	2.4	3	0.7
Cc1ccc(SCCNS(=O)(=O)c2ccc(F)cc2)cc1	-2	-0.6	1	0.3	-1.0	-13	-0.6	5	-1.9	-1	2.0
CC1(c2nnc(Cc3ccccc3)o2)CC(c2ccc(F)cc2)=NO1 (centres undefined)	3	1.1	5	0.2	-1.0	-1	-1.3	3	-1.1	2	-0.1
COc1ccc(C)cc1NC(=O)c1cnc2sccn2c1=O	-1	x	-12	1.1	-0.2	4	0.7	-9	-0.5	-11	x
CCCOC(=O)CC1C(=O)NCCN1Cc1ccccc1C (centres undefined)	2	-0.9	-10	0.0	-1.5	3	-2.5	2	-0.7	-2	0.8
CN(C)c1nc(Oc2ccc(=O)n(-c3ccccc3)n2)nc(N2CCOCC2)n1	-4	1.5	2	-0.2	-1.2	-2	0.4	13*	-1.2	-2	0.5
[O-][n+]1ccccc1SC/C=C/c1ccccc1	1	3.2	0	0.8	-0.5	-4	7.0	-1	0.0	-3	0.6
CCN(CC(=O)Nc1c(F)cccc1F)C(=O)c1ccc(S(=O)(=O)N2CCCCCC2)cc1	0	-1.0	5	-0.3	-1.3	-8	-1.8	1	2.2	2	1.9
CC1CCN(CCCNC(=O)c2ccc3c(=O)n(Cc4ccc(Cl)cc4)c(=S)[nH]c3c2)CC1	-7	-0.6	-2	2.5	-0.7	11	2.8	-4	-1.4	-12	-0.4
O=C(O)C1OC(Oc2cc3oc(-c4ccccc4)cc(=O)c3c(O)c2O)C(O)C(O)C1O (centres undefined)	-1	-2.4	-6	0.4	-0.3	3	3.0	-2	-0.1	1	2.2
CCC1=NN(C(=O)C(=O)Nc2ccccc2OC)C(O)(C(F)(F)F)C1 (centres undefined)	1	0.1	4	0.1	-1.0	6	-1.3	-1	-2.5	-2	1.8
Cn1nc(-c2ccc(Cl)cc2)c2cc(C(=O)N3CCOCC3)sc21	-8	1.9	-26	-1.4	-0.3	6	6.5	-6	5.1	-13	0.4
COc1cccc(-n2nnc3c(=O)n(CC(=O)N4CCC(C)CC4)cnc32)c1	-3	-1.2	-6	-1.0	-1.2	-3	0.4	4	-1.6	0	0.7
O=C1CSC(=S)N1CC1CCCO1 (centres undefined)	-2	-3.4	-18	-0.2	-1.7	-12	-0.8	-18	-0.7	-20	0.9
Cc1cccc(S(=O)(=O)NC(=O)C2(C)CCN2C(=O)Cc2cc(F)ccc2F)c1 (centres undefined)	-6	2.1	-15	0.3	-1.0	-2	-0.8	3	0.0	-2	x
COc1ccc(N=c2scc(-c3ccc(OC)cc3)n2CCO)cc1	-3	1.3	2	-1.4	-1.3	5	-0.2	0	-1.2	-3	-2.8
CCCCN(C)CCn1c(=S)[nH]c2ccc(N3CCOCC3)cc2c1=O	-153	2.5	i	-0.1	-1.0	15	-2.2	i	-2.3	i	1.0
CCCC(=O)N1c2ccccc2C(N(C(C)=O)c2ccccc2)CC1C (centres undefined)	-5	-3.8	-11	-0.5	-1.3	-4	-3.4	0	-1.3	5	-1.0
CN(Cc1cn(Cc2cccc(C(F)(F)F)c2)nn1)C1CN(Cc2cn(Cc3cccc(C(F)(F)F)c3)nn2)S(=O)(=O)C1 (centres undefined)	-1	x	-107	-3.5	-2.1	-16	-3.0	2	-1.8	3	x
O=[N+]([O-])c1ccc2c(c1)nnn2-c1ccccc1	-3	2.4	-3	-0.3	-1.1	-2	2.2	-1	-2.5	-7	-1.2
COC(=O)[C@]12C[C@H](CC(=O)NCCCCc3ccccc3)C(=O)N(Cc3ccc(Cl)cc3Cl)C1=C[C@H](C(C)(C)C)O[C@@H]2C	1	x	-2	-1.0	-0.6	0	3.9	-3	-2.3	-1	x
CCO[C@H]1OC(C(=O)NCc2nc3ccccc3[nH]2)=C[C@@H](c2ccccc2)[C@@H]1CCCO	-2	-3.0	-3	-0.5	-1.3	0	-1.2	0	-1.6	0	-0.6
Cc1ccc(Sc2ccc(CO)cc2[N+](=O)[O-])cc1	6	3.0	6	0.2	11*	-4	2.6	5	-2.0	0	0.2
COc1ccc2ccccc2c1CNC(C)c1ccccc1 (centres undefined)	0	1.0	0	-0.5	-0.9	-12	-1.3	2	-1.4	-3	0.2
CC(C)COc1ccc(C(=O)OCC(=O)N(C)CC(=O)Nc2ccc(F)cc2)cc1	-1	-1.3	2	1.8	-1.2	-3	-0.5	-1	-1.4	-3	-1.1
Cc1ccc(/C=N/NC(=O)CNC(=O)c2ccc(C)c([N+](=O)[O-])c2)o1	-4	0.0	0	-0.5	-1.5	1	-0.3	1	-0.5	-1	1.5
O=C(COC(=O)/C=C/c1ccc2ccccc2n1)NNC(=O)c1ccc([N+](=O)[O-])cc1	-2	2.0	-6	0.6	0.1	-7	1.5	-4	-0.6	-5	0.9

Reprinted at random: 2 compounds from above, in no set order.
SMILES	ADAM17 inh	FXN GAA850 act	ADAM10 inh	DAX1 inh-1	ssDAF12 agonist	HGIII-sPLA2 inh	hgDAF12 agonist	PLC-gamma1 inh	hcDAF12 agonist	PLCb3 inh	DAX1 inh-2
COc1ccc2ccccc2c1CNC(C)c1ccccc1 (centres undefined)	0	1.0	0	-0.5	-0.9	-12	-1.3	2	-1.4	-3	0.2
CC(C)COc1ccc(C(=O)OCC(=O)N(C)CC(=O)Nc2ccc(F)cc2)cc1	-1	-1.3	2	1.8	-1.2	-3	-0.5	-1	-1.4	-3	-1.1

An excerpt of these results, with two lines to a compound.
Sequence of screens – ADAM17 inh	FXN GAA850 act	ADAM10 inh	DAX1 inh-1	ssDAF12 agonist	HGIII-sPLA2 inh	hgDAF12 agonist	PLC-gamma1 inh	hcDAF12 agonist	PLCb3 inh	DAX1 inh-2
CC(C)COc1ccc(C(=O)OCC(=O)N(C)CC(=O)Nc2ccc(F)cc2)cc1
    -1	-1.3	2	1.8	-1.2	-3	-0.5	-1	-1.4	-3	-1.1
COc1ccc2ccccc2c1CNC(C)c1ccccc1 (centres undefined)
    0	1.0	0	-0.5	-0.9	-12	-1.3	2	-1.4	-3	0.2
O=C(COC(=O)/C=C/c1ccc2ccccc2n1)NNC(=O)c1ccc([N+](=O)[O-])cc1
    -2	2.0	-6	0.6	0.1	-7	1.5	-4	-0.6	-5	0.9
